Screening results as filed in PubChem.
Diaphorase inh: inhibits diaphorase or chemically oxidizes, flagging diaphorase assay artifacts. diaphorase resazurin-to-resorufin fluorescence, NADH, 16 min; bacterial (C. kluyveri) enzyme, not human. inhibition, % at 20 µM. 190,000 compounds, 0.69% hits;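 active = primary screen inhibition at 20 µM above a set limit, cut at about 50% in these data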;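 also: plate controls were DMSO with full reaction for no effect and wells lacking NADH for full effect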
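Benchmarks: positive control wells lacking NADH, neutral wells with DMSO only. System: bacterial diaphorase enzyme (C. kluyveri). Input: 0.14 U/mL diaphorase, enzyme working solution. Detection: resorufin fluorescence, excitation 544 nm, emission 590 nm. Times: 16-min room-temperature incubation before reading.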
Efa HMGR inh: inhibitors of class II HMG-CoA reductase from Enterococcus faecalis | purified E. faecalis HMGR, NADPH absorbance 340 nm kinetic | inhibition, % at 10 µM | 190,000 compounds, 0.41% hits;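 active = inhibition above a set limit, the median over all tested compounds plus 3 SD, cut at about 9.5% in these data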;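 also: enzyme runs in reverse so mevalonate oxidation gives rising NADPH absorbance; 0% = complete reaction with DMSO and 100% = background rate lacking mevalonate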
FLuc act counter: firefly luciferase counter-screen for stimulation assays | ATPlite luciferase biochemical, luminescence, 10 min; 0 = ATP-free wells, 1 = DMSO control | activation factor at 10 µM | 200,000 tested, under 10 active | AID 1027;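 active = luciferase activation factor, scaled between plate controls, of at least 2 with compound at 10 µM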
Target sequence (P08659 whole entry, looked up): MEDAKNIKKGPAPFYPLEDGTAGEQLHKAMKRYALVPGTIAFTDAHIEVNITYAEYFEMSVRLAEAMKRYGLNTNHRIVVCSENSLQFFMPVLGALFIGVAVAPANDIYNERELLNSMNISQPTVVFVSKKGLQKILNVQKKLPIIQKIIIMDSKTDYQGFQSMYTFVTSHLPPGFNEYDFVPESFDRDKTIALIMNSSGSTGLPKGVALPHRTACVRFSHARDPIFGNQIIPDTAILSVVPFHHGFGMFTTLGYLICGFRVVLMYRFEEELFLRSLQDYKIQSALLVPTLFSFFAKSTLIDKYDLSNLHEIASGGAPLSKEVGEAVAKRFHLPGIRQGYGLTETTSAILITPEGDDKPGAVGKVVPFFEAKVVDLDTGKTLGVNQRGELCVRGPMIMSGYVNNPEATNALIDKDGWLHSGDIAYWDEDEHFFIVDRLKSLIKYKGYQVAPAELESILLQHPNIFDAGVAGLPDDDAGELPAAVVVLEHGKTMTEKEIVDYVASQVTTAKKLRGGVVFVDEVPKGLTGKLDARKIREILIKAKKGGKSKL
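Assay system: Luciferase/luciferin detection reagent, cell-free biochemical luciferase assay / Read-out: luciferase activation / Benchmarks: No-ATP low control, compound-free enzyme-plus-ATP high control / Medium: PBS buffer for ATP / Detection: luminescence measurement of luciferase light output / Schedule: 10 min at ambient temperature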
PMI act hi M6P: increases human PMI activity with near-saturating mannose 6-phosphate; AID 1216; activation factor at 20 µM; P34949; coupled PMI enzyme assay, resazurin fluorescence, 20 min; active compounds read high; 1 = untreated enzyme, 0 = substrate-free blank; 190,000 compounds, 0.34% hits;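 active = activation factor of 2 or more at 20 µM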
Target sequence (P34949 whole entry, looked up): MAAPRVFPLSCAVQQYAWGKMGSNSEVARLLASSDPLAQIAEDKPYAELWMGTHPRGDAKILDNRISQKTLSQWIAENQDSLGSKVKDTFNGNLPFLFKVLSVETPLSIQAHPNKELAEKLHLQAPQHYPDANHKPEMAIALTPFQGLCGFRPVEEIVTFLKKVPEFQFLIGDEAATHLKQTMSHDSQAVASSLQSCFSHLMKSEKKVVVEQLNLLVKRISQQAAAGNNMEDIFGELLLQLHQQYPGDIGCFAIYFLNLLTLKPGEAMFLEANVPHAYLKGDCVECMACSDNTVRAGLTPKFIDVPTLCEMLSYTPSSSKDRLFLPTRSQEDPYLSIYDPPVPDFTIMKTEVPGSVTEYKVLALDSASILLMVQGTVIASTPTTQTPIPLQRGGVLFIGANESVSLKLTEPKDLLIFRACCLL
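Material: human phosphomannose isomerase with PGI, G6PDH, diaphorase coupling enzymes / Reagent: Man-6-P substrate 1.0 mM / Dosing: single compound dose of 20 µM, 1% DMSO final / Incubation: enzyme reaction with compound 20 min at room temperature / Signal: resorufin fluorescence (Ex 544/Em 590 nm) from resazurin via diaphorase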
TNAP inh noacc: blocks human TNAP activity with no phosphate acceptor present | 200,000 compounds, 0.26% hits | inhibition, % at 20 µM | purified TNAP, CDP-star luminescence, 30 min | P05186;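 active = tissue-nonspecific alkaline phosphatase inhibition above about 50% at 20 µM in the single-dose screen, limit read from the data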;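 also: 0% = DMSO negative control and 100% = EDTA positive control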
TNAP inh hi DEA: TNAP (human) inhibition, high acceptor; AID 1135; 200,000 compounds, 0.03% hits; purified TNAP, CDP-star luminescence, 1 M DEA; inhibition, % at 20 µM; P05186;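 active = over 50% inhibition of tissue-nonspecific alkaline phosphatase at 20 µM in the single-dose screen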;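 also: plate controls were DMSO wells for no effect and EDTA-quenched wells as full inhibition for full effect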
Diaphorase act: diaphorase activation or chemical reduction counter-screen; Diaphorase/resazurin coupled assay, resorufin fluorescence, 16 min; active compounds read high; 1 = vehicle wells, 0 = NADH-free wells; activation factor at 20 µM; 190,000 compounds, 0.005% hits; AID 1229;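 active = diaphorase activity raised at least twofold by the compound at 20 µM; inactive = activation factor below 2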
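Assay system: bacterial diaphorase enzyme (C. kluyveri) / Input: enzyme 0.07 U/mL final / Medium: 50 mM HEPES pH 7.4 with 4.542 mM MgCl2, 0.005% Tween 20 / Doses: single compound dose of 20 µM, 1% DMSO final / Incubation: 16 min enzyme reaction, ambient temperature / Signal: fluorescence, excitation 544 nm and emission 590 nm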
PMI activator: activators of human phosphomannose isomerase | P34949 | purified human PMI, coupled resazurin fluorescence, 20 min; active compounds read high; 1 = vehicle control, 0 substrate-free wells | activation factor at 20 µM | 190,000 compounds, 0.005% hits | AID 1214;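 active = activation factor of 2 or more at 20 µM, relative to plate controls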
TNAP act hi DEA: increases human TNAP activity under high phosphate acceptor concentration; P05186; purified TNAP, CDP-star luminescence, 1 M DEA, 30 min; active compounds read high; 0 = EDTA background, 1 = DMSO-only activity; activation factor at 20 µM; 200,000 tested, under 10 active; AID 1136;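 active = activation factor at least 2 at 20 µM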
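system = human TNAP | amount = enzyme diluted 1/800 final | reagent = 100 µM CDP-star substrate | signal = luminescent substrate turnover signal | dosing = one dose, 20 µM | benchmarks = EDTA negative control, DMSO positive control | measure = activation factor | timing = 30 min reaction, room temperature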
G6PDH CS: L. mesenteroides G6PDH inhibition counter-screen | inhibition, % at 5 µM | AID 1020 | 200,000 compounds, 0.12% hits | Purified L. mesenteroides G6PDH, diaphorase/resazurin coupled fluorescence, 45 min; in the data active = inhibition above about 50%
Active calls of the source: *; nt = no result given. The order is random. Share with any hit: about 1.7%.

molecule	Diaphorase inh	Efa HMGR inh	FLuc act counter	PMI act hi M6P	TNAP inh noacc	TNAP inh hi DEA	Diaphorase act	PMI activator	TNAP act hi DEA	G6PDH CS
CCC(Sc1ccccn1)C(=O)Nc1cccc([N+](=O)[O-])c1 (configuration not stated)	6	14*	1	1	0	2	0.9	1.1	1	0
Cc1ccccc1NC(=O)CCN1CCCC1	12	-3	1.1	0.9	-7	-4	0.9	0.9	1	14
Cc1nc(NC(=O)CSc2ccccc2N)sc1C	13	-6	1	1	-7	-4	0.9	0.9	1	4
CCOC(=O)CSc1nnc(CNC(=O)Cc2ccccc2)n1-c1ccccc1OC	14	0	1	1	-10	-3	0.9	0.9	1	4
CCN(CCn1cccn1)C(=O)CC1C(=O)NCCN1Cc1cc(OC)cc(OC)c1 (configuration not stated)	-8	-1	1	0.8	-12	nt	1.1	1	nt	15
O=C(CCCN1C(=O)/C(=C/c2cccs2)SC1=S)NNC(=O)c1ccncc1	7	-4	1.1	1	-78	0	0.9	1	1	0
COc1ccc(-n2cnnc2SCC(=O)Nc2cccc(S(=O)(=O)N3CCCCC3)c2)cc1	17	-3	1	0.9	-13	-4	0.8	0.9	1	8
O=C1C2C3C=CC(C2C(=O)N1CCCO)C1C2C(=O)N(CCCO)C(=O)C2C31 (configuration not stated)	-10	-3	1.1	1.2	-5	-7	1.1	1.1	1.1	10

Additional structures:
molecule	Diaphorase inh	Efa HMGR inh	FLuc act counter	PMI act hi M6P	TNAP inh noacc	TNAP inh hi DEA	Diaphorase act	PMI activator	TNAP act hi DEA	G6PDH CS
NC(=O)[C@@H]1CCCNc2c(F)cc([N+](=O)[O-])cc2C(=O)N[C@@H](CCC(=O)O)C(=O)N[C@@H](CO)C(=O)N1	10	-6	1.1	1.1	-5	1	0.9	1.1	1	6
Cc1cc(C)nc(SCC(=O)NNC(=O)c2cccs2)n1	2	nt	1.1	1	-16	-3	1	1	1	11
CCCC(=O)C1=C(O)C(C(=O)OC)C(C)(C)CC1=Nc1ccc(OC)cc1 (configuration not stated)	9	-3	1.1	0.9	-8	0	0.9	1	1	3
COc1ccc(NC(=O)Cn2c(=O)n(CC(=O)NCc3ccco3)c(=O)c3ccccc32)cc1OC	15	9	1	1	-13	-2	0.8	0.9	1	1
Cc1c2ccccc2cc[n+]1CCCS(=O)(=O)[O-]	4	-1	1.1	0.9	-16	-2	1	1	1	4
COc1ccc(S(=O)(=O)N2CCOCC2)cc1N=Nc1sc(N)nc1-c1ccccc1	14	-4	1.1	1.1	28	26	0.9	1	0.7	-22
CSc1nc(Cc2ccc(Cl)cc2)nc2ccccc12	15	-6	1	1	-9	-3	0.8	1	1	3
CCCCNC(=O)COC(=O)c1cc2c(C)nn(-c3ccccc3)c2s1	14	2	1.1	0.9	-13	-9	0.9	1	1.1	-1

Following part
molecule	Diaphorase inh	Efa HMGR inh	FLuc act counter	PMI act hi M6P	TNAP inh noacc	TNAP inh hi DEA	Diaphorase act	PMI activator	TNAP act hi DEA	G6PDH CS
COc1nc(OCC#N)nc(N(C)C)n1	2	0	1	1	-12	-6	1	0.9	1.1	7
O=C(NNS(=O)(=O)c1ccccc1[N+](=O)[O-])c1ccc(F)cc1	7	-3	1.1	1.2	-8	-7	0.9	1.2	1.1	23
C=CCn1c(SCC(=O)NC2CCCC2)nc2scc(-c3ccco3)c2c1=O	30	-4	1.1	1	-11	-6	0.7	0.9	1.1	0
Cc1cccc(OCCC(=O)NCC(c2ccccc2)N(C)C)c1 (configuration not stated)	5	-3	1	1	-1	-1	0.9	1	1	-8
CCOC(=O)N1CCN(C(=O)Cn2ccc3ccccc3c2=O)CC1	15	-5	1.1	0.9	-11	-3	0.8	0.8	1	-10
O=C(/C=C/c1ccc(Cl)cc1)NC1CCS(=O)(=O)C1 (configuration not stated)	1	-2	1.1	1.1	-10	-2	1	1.1	1	5
COc1cc(C2/C(=C(\O)c3ccc4c(c3)CC(C)O4)C(=O)C(=O)N2Cc2ccco2)ccc1O (configuration not stated)	12	-2	1	1	-3	2	0.9	1.1	1	2
Cc1ccc(C(=O)CSc2nsc(C)c2C#N)cc1	10	2	1	0.9	-16	0	0.9	0.9	1	-20

(next part)
molecule	Diaphorase inh	Efa HMGR inh	FLuc act counter	PMI act hi M6P	TNAP inh noacc	TNAP inh hi DEA	Diaphorase act	PMI activator	TNAP act hi DEA	G6PDH CS
CCc1ccccc1NC(=O)C(CC)Sc1nc2cc3c(cc2c(=O)n1Cc1ccco1)OCO3 (configuration not stated)	20	-5	1	0.8	-10	-1	0.8	0.9	1	-13
CCC(c1nnnn1Cc1cccs1)N1CCN(c2nc3ccccc3s2)CC1 (configuration not stated)	20	-2	1.1	0.9	-13	-5	0.8	1	1.1	-1
CS(=O)(=O)Nc1ccc(C(=O)NCCSC2CCCCC2)cc1	14	0	1.1	1	-30	-5	0.9	1	1.1	-4
COc1cccc(CCc2nnc(CCC(=O)N3CCCC3c3nccs3)o2)c1 (configuration not stated)	26	0	1.1	1.2	-7	-2	0.7	0.9	1	4
COc1ccc(C)cc1N(CC(=O)NC1CCCC1)C(=O)CCC(=O)Nc1cc(C)on1	9	-1	1.1	1	-13	-5	0.9	1	1.1	3
Cc1cc(C)cc(NC(=O)C2CCN(c3nc(C)cc(C)n3)CC2)c1	12	0	1	1.1	-15	-10	0.9	1.1	1.1	2
NC(=O)C[n+]1cccc(CNC(=O)c2ccc(OC(F)F)cc2)c1	4	-6	1	0.9	5	1	1	1.1	1	4
COc1ccc(CNS(=O)(=O)c2ccc(OC)cc2)cc1	4	-1	1.1	1	-14	-4	1	1	1	0

Filtered by structure, the compounds so far with a halogen.
molecule	Diaphorase inh	Efa HMGR inh	FLuc act counter	PMI act hi M6P	TNAP inh noacc	TNAP inh hi DEA	Diaphorase act	PMI activator	TNAP act hi DEA	G6PDH CS
NC(=O)[C@@H]1CCCNc2c(F)cc([N+](=O)[O-])cc2C(=O)N[C@@H](CCC(=O)O)C(=O)N[C@@H](CO)C(=O)N1	10	-6	1.1	1.1	-5	1	0.9	1.1	1	6
CSc1nc(Cc2ccc(Cl)cc2)nc2ccccc12	15	-6	1	1	-9	-3	0.8	1	1	3
O=C(NNS(=O)(=O)c1ccccc1[N+](=O)[O-])c1ccc(F)cc1	7	-3	1.1	1.2	-8	-7	0.9	1.2	1.1	23
O=C(/C=C/c1ccc(Cl)cc1)NC1CCS(=O)(=O)C1 (configuration not stated)	1	-2	1.1	1.1	-10	-2	1	1.1	1	5
NC(=O)C[n+]1cccc(CNC(=O)c2ccc(OC(F)F)cc2)c1	4	-6	1	0.9	5	1	1	1.1	1	4

Later entries
molecule	Diaphorase inh	Efa HMGR inh	FLuc act counter	PMI act hi M6P	TNAP inh noacc	TNAP inh hi DEA	Diaphorase act	PMI activator	TNAP act hi DEA	G6PDH CS
O=C(N[C@@H](Cc1ccccc1)C(=O)O)c1ccncc1	10	0	1	1.2	-12	-7	0.9	1.1	1.1	5
COC(=O)C1CCN(CC(=O)Nc2cc(Cl)ccc2OC)CC1	5	-1	1.1	1.1	3	-2	1	1.1	1	6
COc1ccc(OCC(=O)NC2CC(C)(C)NC(C)(C)C2)cc1	2	1	1	1	-14	-6	1	1	1.1	3
COc1ccc(NC(=O)c2cc3nc(-c4ccccc4)cc(C)n3n2)cc1OC	34	-9	1.1	0.9	-15	-7	0.7	0.9	1.1	16
Cn1nnnc1SCc1cccc(CSc2nnnn2C)n1	-5	-3	1	1.1	-12	-8	1	1	1.1	14
C=C(C)C1CC=C(C)/C(=N/NC(=O)c2cccs2)C1 (configuration not stated)	10	3	0.6	1	-2	1	0.9	1	1	2
O=C(Nc1cccc(-c2nc3ccccc3s2)c1)c1cc(=O)c2ccccc2o1	-3	-11	1	1	4	5	1	0.9	1	-15
N/C(Cn1cncn1)=N\NC(=O)c1ccc(Cl)cc1Cl	16	3	1	1	-45	-4	0.8	0.9	1	5

(next part)
molecule	Diaphorase inh	Efa HMGR inh	FLuc act counter	PMI act hi M6P	TNAP inh noacc	TNAP inh hi DEA	Diaphorase act	PMI activator	TNAP act hi DEA	G6PDH CS
CCOC(=O)c1ccc(NC(=O)CSCCC(=O)O)cc1	-5	1	1	1	-12	-4	1	1.2	1	8
Cc1ccccc1NC(=O)CN1C(=S)NC(C)(C)CC1C (configuration not stated)	0	-4	1.1	1.1	-4	-2	1	1	1	-10
Cn1c(=O)c2cc(S(=O)(=O)Nc3cccc(F)c3)ccc2n(C)c1=O	7	3	1.1	1	-14	-3	0.9	1	1	2
COc1cccc(-c2nnn(CC(=O)NC3CCCC3)n2)c1OC	15	-4	1.1	1	-2	-9	0.8	1	1.1	2
NC(N)=Nc1nc2ccc(Br)cc2c(=O)[nH]1	4	-4	1	1.2	6	2	1	1.2	1	-2
O=C1C(=O)N(Cc2ccccc2)C(=O)N1CCN1C(=O)c2ccccc2C1=O	4	-5	1	0.9	-14	-2	1	0.9	1	4
CCS(=O)(=O)N1Cc2ccccc2CC1C(=O)Nc1ncc(C)s1 (configuration not stated)	-20	1	1.1	1.1	-2	-8	1.2	1.1	1.1	1
